Source: PubChem BioAssay (several laboratories)
HTR2A ag: agonists of mouse serotonin 5-HT2A receptor (HTR2A) | P35363 | CHO-K1 mHTR2A beta-arrestin complementation, luminescence; percent of 30 µM serotonin response | activation, % at 7.6 µM | 0.66% of 360,000 active | AID 624169;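 active = activation above a run cutoff, the mean activation of all tested compounds plus 3 SD, cut at about 14% in these data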;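 also: 0% = plate median of compound wells and 100% = 30 µM serotonin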
MC4R barr agon: human MC4R agonism via beta-arrestin; activation, % at 8.9 µM; U2OS MC4R beta-arrestin complementation, luminescence; percent of melanotan II response, DMSO zero; P32245; 0.98% of 360,000 active;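 active = activation above a per-plate cutoff, the mean activation of sample wells on that plate plus 3 SD, cut at about 8% in these data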
Target sequence (P32245 whole entry, looked up): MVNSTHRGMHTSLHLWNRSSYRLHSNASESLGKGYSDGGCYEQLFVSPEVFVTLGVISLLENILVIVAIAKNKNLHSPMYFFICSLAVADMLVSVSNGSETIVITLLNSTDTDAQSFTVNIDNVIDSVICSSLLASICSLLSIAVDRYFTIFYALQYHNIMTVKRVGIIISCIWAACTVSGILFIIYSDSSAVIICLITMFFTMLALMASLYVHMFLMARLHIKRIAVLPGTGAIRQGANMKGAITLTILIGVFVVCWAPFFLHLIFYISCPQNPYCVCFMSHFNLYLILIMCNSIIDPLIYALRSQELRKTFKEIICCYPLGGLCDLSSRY
MC4R antag cAMP: human MC4R antagonism in cAMP assay | P32245 | MC4R-expressing cells, MTII-stimulated cAMP, LANCE TR-FRET | inhibition, % at 6.5 µM | 0.48% of 360,000 active | AID 540295;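 active = inhibition above its plate's cutoff, the mean of tested wells on that plate plus 3 SD, cut at about 29% in these data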;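 also: 0% = Melanotan II alone and 100% = Melanotan II plus saturating MCL0020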
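Assay system: U2OS cells stably expressing human melanocortin 4 receptor (MC4R) / Dosing: 6.5 µM / Timing: compound 30 min, challenge 1 h, detection 1 h / Measured by: Eu-cAMP/anti-cAMP TR-FRET, emission 671 nm / Replicates: singlicate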
Vif imaging: inhibitors of HIV Vif; HEK293T cells, Vif self-association by quenched fluorescence, imaging, 24 h; inhibition, % at 7.49 µM; 0.35% of 340,000 active; AID 602346; in the data active = inhibition above about 50%, passing the limit was not always enough; also: some results filed as inactive read as strong as hits
CaV13 ICDI inh: Disruptors of the CACNA1D IQ motif to Ca2+-dependent inactivation inhibitor domain association, primary screening, Förster resonance energy transfer in intact living … | HEK cells, CFP/YFP FRET ICDI-IQ, plate reader, 10 min; percent FRET-ratio fall versus neutral wells | inhibition, % at 12.3 µM | 0.098% of 340,000 active;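 active = mean replicate inhibition of at least 30% and at least 1% of replicates passing that level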;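 also: 0% = median of the neutral control wells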
H9c2 protect: modulators protecting cardiomyocytes from myocardial damage | AID 588492 | 0.63% of 360,000 active | H9c2 cardiomyocytes, H2O2 injury protection, ATPLite, 2 h | protection from H2O2 cell death, % at 20 µM;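 active = compounds giving at least 50% protection of heart cells from peroxide-induced death in the single-dose screen, raw or plate-pattern-corrected value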;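 also: 0% = DMSO wells with peroxide and 100% = DMSO wells without peroxide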
PDI turbidity: PDI (human) enzyme inhibition; inhibition, % at 10 µM; 0.052% of 350,000 active; PDI insulin aggregation turbidity, A650, 90 min;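 active = mean inhibition across replicates of 30% or more, whatever share of single replicates reach that level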;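 also: absorbance from insulin aggregation driven by PDI reduction with DTT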
Target sequence (P07237 whole entry, looked up): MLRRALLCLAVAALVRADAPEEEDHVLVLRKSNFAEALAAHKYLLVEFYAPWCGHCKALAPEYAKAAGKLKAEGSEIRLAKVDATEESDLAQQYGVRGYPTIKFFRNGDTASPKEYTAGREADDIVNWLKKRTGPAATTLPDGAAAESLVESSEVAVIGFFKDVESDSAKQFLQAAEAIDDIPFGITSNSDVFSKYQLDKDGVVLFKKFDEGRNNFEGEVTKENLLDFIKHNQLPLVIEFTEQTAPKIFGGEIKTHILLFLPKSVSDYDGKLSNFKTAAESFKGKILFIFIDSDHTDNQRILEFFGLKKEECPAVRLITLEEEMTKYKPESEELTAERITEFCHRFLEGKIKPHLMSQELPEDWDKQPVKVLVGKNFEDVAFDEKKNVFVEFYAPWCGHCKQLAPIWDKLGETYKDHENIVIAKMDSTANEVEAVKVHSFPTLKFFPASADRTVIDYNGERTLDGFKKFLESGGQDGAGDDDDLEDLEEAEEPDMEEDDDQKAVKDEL
ABCB6 inh 2: blocks the human ABCB6 transporter | Q9NP58 | K562-ABCB6 porphyrin accumulation, flow cytometry, 1 h; stronger effect = lower value | fluorescence ratio to DMSO, % at 10 µM | 0.19% of 360,000 active;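 active = fluorescence ratio to DMSO below 75%, the collection mean minus 3 SD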;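 also: signal is porphyrin accumulated inside mitochondria; 100% equals median channel fluorescence of DMSO control wells; lower ratio means ABCB6 inhibition with less porphyrin fluorescence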
N-glyco inh: blocks N-linked glycosylation in D54 reporter cells. reporter increase, % at 12.5 µM. D54 ERlucT glycosylation luciferase reporter, 24 h; percent of 100 nM tunicamycin response. 0.23% of 360,000 active;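 active = mean luciferase reporter signal, scaled so untreated is 0 and the glycosylation-blocking control 100, at or above a set limit in every replicate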;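 also: luciferase carries N-glycosylation sites so blocking glycosylation raises the light; 0% = median of neutral control wells and 100% = median of 100 nM tunicamycin wells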
aDG glyco act: increases alpha dystroglycan glycosylation; Pro5-aDG cells, alpha-DG glycosylation AlphaScreen (IIH6); 0% Pro5, 100% B10-LARGE cell signal; activation, % at 10 µM; 0.22% of 360,000 active; AID 624168;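 active = activation of at least 8% versus controls, or a plate z-score of at least 8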;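 also: Pro5 are CHO cells carrying HIG-tagged alpha-DG that lacks glycosylation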
Numbers without * were called inactive; · = no result given.

SMILES	HTR2A ag	MC4R barr agon	MC4R antag cAMP	Vif imaging	CaV13 ICDI inh	H9c2 protect	PDI turbidity	ABCB6 inh 2	N-glyco inh	aDG glyco act
COc1ccc(S(=O)(=O)Nc2ccccc2)cc1OC	2.4	-1.9	1.2	-2.3	-4.7	0.6	-1.3	101.0	0.9	0.0
CCOC(=O)c1cc(-c2ccc(OC)cc2OC)nn1-c1ccc(C(=O)O)cc1	0.1	-2.0	4.0	19.5	3.2	7.4	-5.8	103.0	0.0	-0.1
CCOc1ccc(-n2c(=O)c3c4c(sc3n(CC(=O)NCCCOC)c2=O)CCCCC4)cc1	-2.8	-1.8	-0.2	14.6	-15.6	-0.2	2.6	93.0	0.0	0.0
Cc1ccc(S(=O)(=O)N2CCOCC2)cc1C(=O)Nc1ccccc1F	8.6	-1.6	9.0	9.3	-5.0	6.9	-4.8	90.0	3.2	0.2
CCc1ccc(-c2nc(CS(=O)CC(=O)NCCc3ccccc3)c(C)o2)cc1 (stereo unspecified)	-0.1	-0.6	3.5	4.2	-15.1	-4.2	-3.0	100.0	-0.5	0.1
COc1ccc(CNC(=O)CCNS(=O)(=O)c2ccc(NC(C)=O)cc2)cc1OC	4.3	-2.4	4.6	-2.9	-1.7	6.9	1.0	99.0	0.7	-0.1
C/C(=N\NC(=O)c1cc(C2CC2)nc2ccccc12)c1ccc(C)s1	-6.5	0.2	0.3	·	-3.5	1.2	-3.9	98.0	1.2	-0.3
CCOC(=O)c1c(C)[nH]c(C)c1C(=O)COC(=O)c1ccc(OC)cc1	-3.9	-3.5	-8.0	-0.3	-9.3	9.1	-1.5	97.0	0.8	0.4
CC(C)(C)OC(=O)N1CCC(C(=O)Nc2ccc(C(=O)N3CCCC3)cc2)CC1	0.7	0.9	6.9	·	-5.3	5.1	1.6	107.0	2.4	-0.1
C[C@H](NC(=O)OCc1ccccc1)c1nnc([C@H](Cc2ccccc2)NC(=O)OC(C)(C)C)o1	3.4	-1.5	2.9	-4.3	-11.0	-6.1	-4.8	95.0	1.5	0.3
O=C(NCCO)c1scc2c1OCCO2	1.1	-1.7	4.3	-13.1	-1.4	-6.4	5.1	90.0	-0.2	-0.1
CC(=O)Nc1ccc(-c2ccc(NC(C)=O)c(O)c2)cc1O	-4.3	-2.8	-6.6	-14.2	-7.1	-3.7	5.1	91.0	-1.1	-0.1

Sorted by count of non-hydrogen atoms (high to low): some entries from above.
SMILES	HTR2A ag	MC4R barr agon	MC4R antag cAMP	Vif imaging	CaV13 ICDI inh	H9c2 protect	PDI turbidity	ABCB6 inh 2	N-glyco inh	aDG glyco act
Cc1ccc(S(=O)(=O)N2CCOCC2)cc1C(=O)Nc1ccccc1F	8.6	-1.6	9.0	9.3	-5.0	6.9	-4.8	90.0	3.2	0.2
C/C(=N\NC(=O)c1cc(C2CC2)nc2ccccc12)c1ccc(C)s1	-6.5	0.2	0.3	·	-3.5	1.2	-3.9	98.0	1.2	-0.3
COc1ccc(S(=O)(=O)Nc2ccccc2)cc1OC	2.4	-1.9	1.2	-2.3	-4.7	0.6	-1.3	101.0	0.9	0.0

Further results
SMILES	HTR2A ag	MC4R barr agon	MC4R antag cAMP	Vif imaging	CaV13 ICDI inh	H9c2 protect	PDI turbidity	ABCB6 inh 2	N-glyco inh	aDG glyco act
CC1CCCC(C)N1C(=S)NCc1ccco1 (stereo unspecified)	3.3	-2.5	16.0	-4.1	-4.4	-3.1	12.6	93.0	-1.6	-0.1
O=C(C1=C[C@@H](C2CC2)C[C@@H](OCCCCO)O1)N1CCN(Cc2ccccc2)CC1	4.0	0.2	3.2	-3.3	-4.5	-0.1	0.3	95.0	6.2	-0.1
N/C(CCS(=O)(=O)c1ccc(Cl)cc1)=N\OC(=O)c1ccccc1Cl	0.3	0.3	0.9	0.2	2.2	-3.0	2.2	98.0	10.6	0.0
O=C(COC(=O)CC1Sc2ccccc2NC1=O)NCc1ccccc1 (stereo unspecified)	-5.7	0.2	8.6	-1.1	-17.2	-1.6	5.0	104.0	0.2	0.0
CCN1CCCC1CNS(=O)(=O)c1ccc(Br)cc1 (stereo unspecified)	-1.9	-0.5	3.1	-2.8	-4.9	-4.8	1.8	102.0	-0.5	0.0
C=CCS(=O)(=O)N1CCCC(Cc2ccccc2C)(C(=O)OCC)C1 (stereo unspecified)	0.9	-1.7	0.9	3.6	-4.4	-1.0	3.4	102.0	-0.4	0.0
Cc1ccc(-c2cc[n+](Cc3ccccc3)cc2)cc1	-1.8	-0.6	4.7	0.8	-2.5	-15.7	7.7	94.0	-1.6	-0.1
CC(NS(=O)(=O)c1ccccc1)C(=O)Nc1ccc2c(c1)OCCO2 (stereo unspecified)	-3.8	-2.9	14.5	-14.8	-5.6	-1.2	0.8	90.0	1.1	-0.1
COc1cccc2cc(C(=O)CS(=O)(=O)c3ccc(C)cc3)c(=O)oc12	-1.6	0.5	-1.1	-3.3	·	10.0	9.2	100.0	-0.7	0.0
COc1ccc(Nc2nccc(-c3cccc(N)c3)n2)cc1	1.7	-2.0	21.5	·	-4.2	-2.9	-6.0	89.0	-7.6	-0.2
O=C(O)/C=C\C(=O)NCc1cccnc1	8.4	-0.7	-1.8	-4.5	-1.2	3.3	9.4	102.0	1.1	0.2
C=CCNC(=O)CSc1nc2sc(C)c(C)c2c(=O)[nH]1	3.1	-1.4	-1.7	·	-6.5	28.4	2.3	100.0	1.0	0.0
Cn1c(=O)c2c(ncn2CC(=O)N2CCN(C(=O)c3ccco3)CC2)n(C)c1=O	2.8	-1.2	9.1	3.8	4.4	-3.4	7.8	99.0	0.6	0.2
CCn1c(Oc2ccccc2F)nc2c1c(=O)n(C)c(=O)n2C	-1.5	2.3	-2.9	-6.8	-12.9	1.6	-3.7	98.0	-10.9	1.0
CCc1ccccc1OCc1nnc(N)s1	2.9	0.0	2.4	3.6	-1.6	-11.1	1.4	102.0	0.7	0.4
CCC(=O)Nc1ccc(OCC2CCCO2)cc1 (stereo unspecified)	1.5	-1.5	-1.2	-5.1	-4.3	2.9	-4.1	98.0	0.9	-0.1
On1nnc2ccccc21	5.3	2.4	24.5	-1.8	-5.1	1.6	1.4	93.0	0.4	-0.1
Cc1cccc(OCCOCCN2CCOCC2)c1C	-4.8	-0.3	14.3	·	-6.1	-0.1	-0.3	101.0	0.3	0.0
COc1ccc(C2C(C(=O)c3ccc(C)o3)=C(O)C(=O)N2c2cc(C)on2)cc1OC (stereo unspecified)	2.3	0.4	6.0	-5.5	·	-3.6	-3.5	98.0	1.1	0.0
O=S1(=O)CC(N2CC=CC2)CN1Cc1cn(Cc2cccc(Cl)c2)nn1 (stereo unspecified)	-1.7	·	·	·	-9.6	·	·	95.0	·	0.0
O=C(N/N=C/c1ccsc1)c1ccc2c(c1)OCO2	-8.7	0.3	0.4	-2.0	-14.5	-19.7	0.2	99.0	-4.2	0.2
O=C(c1ccccc1)N1CN2CN(C(=O)c3ccccc3)CC([N+](=O)[O-])(C2)C1	-0.2	-2.3	-0.5	0.8	-3.1	4.3	-2.7	98.0	4.3	-0.1
COc1cc(S(=O)(=O)Nc2ccccn2)ccc1F	5.8	-3.3	-4.0	-0.3	-3.3	6.9	11.8	102.0	-0.8	-0.1
COc1ccccc1OCCNC(=O)C1CC(=O)N(Cc2ccc(C)cc2)C1 (stereo unspecified)	0.4	-2.9	3.1	-4.3	-3.5	-2.4	1.1	99.0	-0.3	-0.1
O=C(c1ccc(Cl)cc1)N1CCN(c2cccc3[nH]ccc23)CC1	-1.8	-1.9	9.9	2.7	-5.0	1.8	4.4	90.0	0.1	-0.2
O=C(O)/C(=C\c1cccs1)Sc1nnc(-c2ccc(F)cc2)o1	-0.1	2.3	-7.7	3.5	-6.3	-1.2	-1.5	96.0	1.3	-0.2
CC(COc1ccccc1)OC(=O)Nc1ccccc1 (stereo unspecified)	-9.3	-2.1	5.2	15.5	-15.1	-1.5	-5.0	100.0	2.0	1.7
CCOc1ccc(-c2c(C(=O)N/N=C/c3cccs3)nnn2-c2nonc2N)cc1	-1.5	-2.9	-1.8	82.3*	-3.7	3.6	4.4	87.0	1.0	-0.7
CN1C(=O)C(=O)N(CC(=O)N2CCc3ccccc32)C1=O	5.1	1.7	-5.7	0.6	1.3	11.7	-6.2	134.0	4.0	0.3
C[C@@H]1CN([C@@H](C)CO)C(=O)CCCn2nncc2CO[C@H]1CN(C)C(=O)Nc1ccc(N2CCCCC2)cc1	-4.3	0.5	-1.2	-4.4	-5.2	0.3	-5.3	100.0	2.8	0.2
CC(=O)Nc1ccc(S(=O)(=O)NC2CC3CCC2C3)cc1 (stereo unspecified)	-2.0	0.1	1.0	5.1	-2.0	-4.4	6.4	98.0	-0.7	0.0
COc1ccc(NC(=O)Cc2coc3cc(C)c(C(C)C)cc23)cc1S(=O)(=O)N1CCOCC1	-2.7	-2.1	19.8	-10.5	-2.7	-7.7	2.2	95.0	-2.0	0.0
C=CCc1cccc(/C=N/NC(=O)CCC(=O)Nc2ccc(C)cc2)c1O	-0.1	-0.2	4.7	1.6	-5.6	45.9	11.8	99.0	-5.9	1.2
COc1cccc(OCc2cc(C3Nc4ccccc4C(=O)N3Cc3ccco3)ccc2OC)c1 (stereo unspecified)	-6.6	0.0	8.0	-8.5	·	-0.6	9.3	·	-4.3	0.8
Cc1nc(NC(=O)c2ccco2)sc1C(=O)Nc1ccc(Br)cc1	-1.2	-1.5	11.5	-3.5	·	5.0	-2.8	99.0	-1.2	0.6
Cc1ccc(Oc2c(F)c(F)nc(N3CCCC3)c2F)cc1	4.5	-1.4	14.4	-4.4	-5.2	-7.8	-23.6	103.0	0.8	-0.2
CCOC(=O)c1c(C)[nH]c(C)c1C(=O)COc1ccc(NC(=O)c2ccco2)cc1	0.8	0.0	14.9	-3.2	-5.5	12.8	0.7	100.0	-1.0	0.0
COCCOC1CCN(C(=O)C2CCC(=O)N(CCc3cccc(F)c3)C2)CC1 (stereo unspecified)	4.5	0.3	6.9	5.3	-2.7	-0.4	5.3	101.0	-0.9	0.2
O=C(Nc1cc(N2CCCCC2)ncn1)c1ccccc1	3.0	-1.2	8.7	0.9	-2.7	2.7	-4.6	92.0	0.8	0.3
C[C@@]12C(C[C@H](O)[C@@]34C[C@@H](CCC13)[C@@H](CO)C4=O)[C@](C)(C(=O)O)CC[C@@H]2O (stereo partly specified)	4.1	·	·	17.1	-7.6	4.3	·	96.0	1.4	0.0
O=C(NCC1CCCO1)c1ccccn1 (stereo unspecified)	-2.6	-2.5	-3.8	15.5	·	7.9	-0.4	91.0	2.7	0.0
O=C(NC1CCCC1)C1CCCN(S(=O)(=O)c2ccc(-n3cnnn3)cc2)C1 (stereo unspecified)	2.1	-1.0	0.7	31.5	-3.5	3.8	9.6	94.0	-0.4	-0.1
O=C(c1ccc([N+](=O)[O-])cc1)N1CCc2ccccc2C1	-1.0	2.3	28.7*	-7.1	-16.9	1.9	11.1	104.0	1.2	-0.2
NC(=O)C1CCCN(S(=O)(=O)c2ccc3ccccc3c2)C1 (stereo unspecified)	6.6	-2.2	6.8	1.0	-5.7	-1.7	-1.6	103.0	1.1	0.1

Outcome played no part in choosing rows; any-hit rate near 3.6%.
